Screening results: PubChem, several laboratories
Tb hexokinase = blocks Trypanosoma brucei hexokinase 1 activity. inhibition, % at 10 µM. recombinant TbHK1, G6PDH-coupled NADH A340. 220,000 tested, 0.11% active. AID 1430;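 active means inhibition of 50% or more in the single-dose primary screen; inactive means inhibition below 50%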
Runt-SMMHC FRET = blocks binding of human RUNX1 Runt domain to CBFb-SMMHC; inhibition, % at 20 µM; AID 1434; Cerulean-Runt/Venus-CBFb-SMMHC FRET ratio 530/480, 1 h; Q01196+Q13951; 220,000 tested, 0.74% active;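 active means mean inhibition across duplicate retests at 20 µM reaching about 50%, limit read from the data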;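 further: 0% = DMSO wells and 100% = wells with excess untagged CBFb-SMMHC; inhibitors lower the FRET ratio by blocking Runt binding to CBFb-SMMHC; some results filed as inactive read as strong as hits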
Runt-CBFb FRET = inhibitors of human RUNX1 Runt domain binding to CBFb; Q01196+Q13951; Cerulean-Runt/Venus-CBFb FRET ratio 530/480, 1 h; inhibition, % at 20 µM; 220,000 tested, 0.46% active;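 active means inhibition over about 50% at 20 µM in the single-dose screen, limit read from the data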;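 further: 0% = DMSO wells and 100% = excess unlabeled CBFb competitor control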
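System: Cerulean-labeled Runt domain protein | Quantity: 100 nM of each labeled protein | Schedule: 1 h compound exposure, room temperature | Detection: Fluorescence energy transfer, 422 nm excitation, 530/480 nm emission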
EBV gp42 block = EBV gp42 inhibition; AID 1085; Q1HVG2; Fluorescence polarization binding assay, mP read-out; inhibition, % (tested at 21.74 µM); 220,000 tested, 0.42% active; in the data active means inhibition above about 50%
MDM2 E3 inh = Mdm2 E3 ligase (human) inhibition; Q00987; cell-based MDM2 ubiquitination luciferase reporter, 2 h; 0 = plate control, 100 = twice control, blank-subtracted; signal enhancement, % at 5 µM; 210,000 tested, 0.11% active; AID 1230;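 active means signal enhancement of 30% or more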;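 further: luminescence tracks abundance of the self-degrading MDM2-luciferase fusion protein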
Target sequence (Q00987 whole entry, looked up, the tested form may be a part): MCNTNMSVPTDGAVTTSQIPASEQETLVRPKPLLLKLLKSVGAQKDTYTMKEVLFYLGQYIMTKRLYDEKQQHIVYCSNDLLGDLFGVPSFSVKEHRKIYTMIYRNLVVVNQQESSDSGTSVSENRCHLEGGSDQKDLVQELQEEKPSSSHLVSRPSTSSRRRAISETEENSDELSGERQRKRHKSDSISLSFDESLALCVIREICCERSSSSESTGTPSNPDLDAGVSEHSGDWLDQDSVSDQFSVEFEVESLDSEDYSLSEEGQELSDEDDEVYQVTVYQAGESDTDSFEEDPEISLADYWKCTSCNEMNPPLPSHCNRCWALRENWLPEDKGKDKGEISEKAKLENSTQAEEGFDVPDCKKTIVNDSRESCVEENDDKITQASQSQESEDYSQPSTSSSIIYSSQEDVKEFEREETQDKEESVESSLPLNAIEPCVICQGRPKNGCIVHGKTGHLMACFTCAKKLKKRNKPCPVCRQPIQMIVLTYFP
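Assay system: stable mammalian line carrying autodegrading MDM2–luciferase fusion reporter; Input: 2000 cells in each well; Compound dosing: single-point 5 µM; Schedule: 2 h compound exposure at 37 °C; Signal: SteadyLite luciferase luminescence after 15 min room-temperature reagent incubation; Evaluation: % luminescence enhancement versus blank-corrected plate control mean; Benchmarks: plate controls and plate blanks.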
p47phox inh = inhibitors of human p47phox binding; P14598; p47phox/p22phox peptide binding, fluorescence polarization, 2 h; inhibition, % at 24.7 µM; 220,000 tested, 0.53% active; AID 1274;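 active means inhibition above about 30%, limit read from the data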;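 further: 0% = p47phox with labelled peptide and 100% = labelled peptide alone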
zVAD death inh = L929 zVAD cell death inhibition; L929 zVAD necroptosis rescue, ATP luminescence, 24 h; with zVAD 60 µM; viability rescue, % at 10 µM; 220,000 tested, 0.38% active; AID 1377;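 active means activation, scaled between plate controls, above about 75%, limit read from the data; inactive means activation under that limit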;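 further: 0% = zVAD with DMSO and 100% = DMSO alone without zVAD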
Hck Nef HTS = blocks Nef-activated human Hck kinase; P08631; Recombinant Hck-YEEI plus Nef, Z-Lyte FRET kinase assay; inhibition, % at 20 µM; 220,000 tested, 0.68% active;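 active means Hck-Nef kinase inhibition above about 50%, limit read from the data; inactive means inhibition below that limit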;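 further: 0% = DMSO with Hck plus Nef and 100% = Hck alone without Nef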
Target sequence (P08631 whole entry, looked up): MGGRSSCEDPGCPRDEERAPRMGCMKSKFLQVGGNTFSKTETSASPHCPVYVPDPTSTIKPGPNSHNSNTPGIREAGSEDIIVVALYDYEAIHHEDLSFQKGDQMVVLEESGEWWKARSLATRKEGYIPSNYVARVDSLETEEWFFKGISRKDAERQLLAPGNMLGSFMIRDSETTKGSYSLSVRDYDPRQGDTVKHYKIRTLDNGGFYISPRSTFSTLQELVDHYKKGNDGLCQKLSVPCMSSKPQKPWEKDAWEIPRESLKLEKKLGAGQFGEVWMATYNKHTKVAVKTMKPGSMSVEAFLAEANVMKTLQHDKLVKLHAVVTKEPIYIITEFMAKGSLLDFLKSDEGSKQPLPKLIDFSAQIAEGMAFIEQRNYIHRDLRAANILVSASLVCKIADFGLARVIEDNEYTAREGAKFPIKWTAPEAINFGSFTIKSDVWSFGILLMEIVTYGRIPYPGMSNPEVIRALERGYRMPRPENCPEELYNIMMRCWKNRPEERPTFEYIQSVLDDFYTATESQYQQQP
14-3-3 Bad PPI = disrupts binding of bovine 14-3-3 zeta to phospho-Bad peptide. P63103. TR-FRET 14-3-3zeta/Dy647-pBad peptide displacement, 1 h. inhibition, % at 21.7 µM. 220,000 tested, 0.71% active. AID 781;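 active means inhibition above about 70%, limit read from the data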;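 further: 0% = full 14-3-3 plus peptide FRET controls and 100% = background without 14-3-3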
An asterisk follows results filed as active; [ ] = dose if it differs, or a comment. Rows were taken by chance; 3.2% or so of the library scored in one or more.

`COc1ccc(S(=O)(=O)NC2CCCCC2)cc1C` gave Tb hexokinase -4, Runt-SMMHC FRET 2, Runt-CBFb FRET 29, EBV gp42 block -9, MDM2 E3 inh -1, p47phox inh -14, zVAD death inh 0.0, Hck Nef HTS 1 and 14-3-3 Bad PPI 4.
For CCc1nc(SCC(=O)Nc2ccc(OC)cc2[N+](=O)[O-])n[nH]1 the results were Tb hexokinase 3, Runt-SMMHC FRET -3, Runt-CBFb FRET 0, EBV gp42 block 1, p47phox inh 2, zVAD death inh 0.0, Hck Nef HTS 26 and 14-3-3 Bad PPI 4.
For Cc1ccc(C(=O)NCc2ccc3c(c2)OCO3)cc1S(=O)(=O)N1CCCCC1 the results were Tb hexokinase 6, Runt-SMMHC FRET 0, Runt-CBFb FRET 0, EBV gp42 block 3, MDM2 E3 inh -3, p47phox inh -7, zVAD death inh 0.0, Hck Nef HTS 2 and 14-3-3 Bad PPI -1.
`Cc1cccc(C(=O)NCc2nnc(SCc3ccc(F)cc3)n2C)c1` gave Tb hexokinase 1, Runt-SMMHC FRET -20, Runt-CBFb FRET -2, EBV gp42 block 0, MDM2 E3 inh -1, p47phox inh -3, zVAD death inh 12, Hck Nef HTS 17 and 14-3-3 Bad PPI -9.
Screening Cc1cccc(C)c1NC(=S)N=Nc1c(O)n(C)c2ccc(S(=O)(=O)N3CCOCC3)cc12 returned Tb hexokinase -5, Runt-SMMHC FRET 1, Runt-CBFb FRET 1, EBV gp42 block -14, MDM2 E3 inh 0, p47phox inh -9, Hck Nef HTS -2 and 14-3-3 Bad PPI 6.
For O=C(NNc1cc(Cl)ccc1Cl)c1cccnc1Cl the results were Tb hexokinase 1, Runt-SMMHC FRET -4, Runt-CBFb FRET 0, EBV gp42 block -9, MDM2 E3 inh -4, p47phox inh -1, zVAD death inh -1.1, Hck Nef HTS 23 and 14-3-3 Bad PPI -6.
CCc1ccc(C2=NN(c3ccc(S(N)(=O)=O)cc3)C(c3ccc(F)cc3)C2)cc1 (centres undefined) was read as Tb hexokinase -15, Runt-SMMHC FRET 41, Runt-CBFb FRET 9, EBV gp42 block -22, MDM2 E3 inh -64, p47phox inh -3, zVAD death inh 0.2, Hck Nef HTS 74* and 14-3-3 Bad PPI 5[fluorescence artefact?].
For Fc1ccc(CSc2nnc(-c3cnccn3)n2Cc2ccco2)cc1 the results were Tb hexokinase -2, Runt-SMMHC FRET 4, Runt-CBFb FRET 6, EBV gp42 block -2, MDM2 E3 inh -5, p47phox inh -10, zVAD death inh 0.3, Hck Nef HTS 7 and 14-3-3 Bad PPI -5.
Screening O=C(c1cn(-c2ccccc2)nc1-c1ccc(F)cc1)N1CCCCC1 returned Tb hexokinase 32, Runt-SMMHC FRET 4, Runt-CBFb FRET -2, EBV gp42 block -6, MDM2 E3 inh -9, p47phox inh -6, zVAD death inh 0.0, Hck Nef HTS 5 and 14-3-3 Bad PPI -2.
For COc1cc(S(=O)(=O)NCc2ccncc2)c(OC)cc1Cl the results were Tb hexokinase -1, Runt-SMMHC FRET -2, Runt-CBFb FRET -2, EBV gp42 block -12, MDM2 E3 inh -6, p47phox inh -25, zVAD death inh 0.4, Hck Nef HTS 5 and 14-3-3 Bad PPI -7.
For CCCCNC(=O)Cc1ccc(Br)cc1 the results were Tb hexokinase -1, Runt-SMMHC FRET 1, Runt-CBFb FRET 2, EBV gp42 block -14, MDM2 E3 inh -1, p47phox inh -7, zVAD death inh 30, Hck Nef HTS 16 and 14-3-3 Bad PPI -9.
For COc1cc(/C=N/NC(=O)C2COc3ccccc3O2)cc(OC)c1OC (centres undefined) the results were Tb hexokinase -4, Runt-SMMHC FRET 1, Runt-CBFb FRET 1, EBV gp42 block 7, MDM2 E3 inh -3, p47phox inh -1, Hck Nef HTS -7 and 14-3-3 Bad PPI 0.
Screening O=C(Cn1cnc2cc([N+](=O)[O-])ccc2c1=O)Nc1ccc2c(c1)CCC2 returned Tb hexokinase -4, Runt-SMMHC FRET 2, Runt-CBFb FRET -1, EBV gp42 block -17, MDM2 E3 inh -13, p47phox inh -13, zVAD death inh 0.4, Hck Nef HTS 5 and 14-3-3 Bad PPI 41[fluorescence artefact?].
CCOC(=O)c1cnn(-c2ncnc3sc4c(c23)CCC4)c1N was read as Tb hexokinase -1, Runt-SMMHC FRET -2, Runt-CBFb FRET -5, EBV gp42 block -19, MDM2 E3 inh 4, p47phox inh -2, zVAD death inh 0.2, Hck Nef HTS 2 and 14-3-3 Bad PPI 4[fluorescence artefact?].
For Cn1c(C(=O)OC(C(=O)NC(C)(C)C)c2cccnc2)cc2sccc21 (centres undefined) the results were Tb hexokinase 2, Runt-SMMHC FRET 2, Runt-CBFb FRET -2, EBV gp42 block -13, MDM2 E3 inh -6, p47phox inh -2, zVAD death inh 28, Hck Nef HTS 16 and 14-3-3 Bad PPI 0.

4 entries already listed, sorted by molecular weight, highest first.
Screening O=C(c1cn(-c2ccccc2)nc1-c1ccc(F)cc1)N1CCCCC1 returned Tb hexokinase 32, Runt-SMMHC FRET 4, Runt-CBFb FRET -2, EBV gp42 block -6, MDM2 E3 inh -9, p47phox inh -6, zVAD death inh 0.0, Hck Nef HTS 5 and 14-3-3 Bad PPI -2.
For COc1cc(S(=O)(=O)NCc2ccncc2)c(OC)cc1Cl the results were Tb hexokinase -1, Runt-SMMHC FRET -2, Runt-CBFb FRET -2, EBV gp42 block -12, MDM2 E3 inh -6, p47phox inh -25, zVAD death inh 0.4, Hck Nef HTS 5 and 14-3-3 Bad PPI -7.
CCOC(=O)c1cnn(-c2ncnc3sc4c(c23)CCC4)c1N was read as Tb hexokinase -1, Runt-SMMHC FRET -2, Runt-CBFb FRET -5, EBV gp42 block -19, MDM2 E3 inh 4, p47phox inh -2, zVAD death inh 0.2, Hck Nef HTS 2 and 14-3-3 Bad PPI 4[fluorescence artefact?].
For CCCCNC(=O)Cc1ccc(Br)cc1 the results were Tb hexokinase -1, Runt-SMMHC FRET 1, Runt-CBFb FRET 2, EBV gp42 block -14, MDM2 E3 inh -1, p47phox inh -7, zVAD death inh 30, Hck Nef HTS 16 and 14-3-3 Bad PPI -9.

Continuation:
COc1ccc2[nH]c3c(NCCC4=CCCCC4)ncnc3c2c1 was read as Tb hexokinase 1, Runt-SMMHC FRET -2, EBV gp42 block -5, MDM2 E3 inh -55, p47phox inh -49, zVAD death inh 1.8, Hck Nef HTS 92* and 14-3-3 Bad PPI -3.
Screening CCOC(=O)C1CCN(C(=O)c2cccc(S(=O)(=O)Nc3ccc(C)cc3C)c2)CC1 returned Tb hexokinase -3, Runt-SMMHC FRET -1, Runt-CBFb FRET -2, EBV gp42 block -11, MDM2 E3 inh 1, p47phox inh -4, zVAD death inh 1.2, Hck Nef HTS -11 and 14-3-3 Bad PPI -4.
Screening COC(=O)c1c(C)[nH]c(C)c1C(C)=O returned Tb hexokinase 10, Runt-SMMHC FRET -3, Runt-CBFb FRET 1, EBV gp42 block -3, MDM2 E3 inh -11, p47phox inh -8, zVAD death inh -0.7, Hck Nef HTS 9 and 14-3-3 Bad PPI -13.
For Cc1ccc(CNC(=O)Cc2ccc(-n3cccc3)cc2)cc1 the results were Tb hexokinase -3, Runt-SMMHC FRET 1, Runt-CBFb FRET -9, EBV gp42 block -5, MDM2 E3 inh -10, p47phox inh -18, zVAD death inh -0.3, Hck Nef HTS 6 and 14-3-3 Bad PPI -13[fluorescence artefact?].
Screening Cc1cccc(NCc2nc3ccccc3n2C)c1 returned Tb hexokinase -3, Runt-SMMHC FRET -6, Runt-CBFb FRET 0, EBV gp42 block -6, MDM2 E3 inh -5, p47phox inh -10, zVAD death inh -0.5, Hck Nef HTS -2 and 14-3-3 Bad PPI -1.
Screening Cc1nc(SCc2cccc(Oc3ccccc3)c2)n[nH]1 returned Tb hexokinase 3, Runt-SMMHC FRET 2, Runt-CBFb FRET -3, EBV gp42 block 9, MDM2 E3 inh -12, p47phox inh -10, zVAD death inh -0.1, Hck Nef HTS 1 and 14-3-3 Bad PPI -6.
CCC(=O)Nc1c2c(nn1-c1cccc(Cl)c1)CSC2 was read as Tb hexokinase -1, Runt-SMMHC FRET 0, Runt-CBFb FRET -1, EBV gp42 block 2, p47phox inh -4, Hck Nef HTS -1 and 14-3-3 Bad PPI 15.
CCCC1Cc2nc(N3CCCCC3)c(C#N)cc2CO1 (centres undefined) was read as Tb hexokinase -1, Runt-SMMHC FRET -8, Runt-CBFb FRET -3, EBV gp42 block -14, MDM2 E3 inh -3, p47phox inh -25, zVAD death inh 0.4, Hck Nef HTS 3 and 14-3-3 Bad PPI -9.
For Cc1nc(-c2nc(-c3c(C(=O)NN)noc3C)cs2)cs1 the results were Tb hexokinase 2, Runt-SMMHC FRET 3, Runt-CBFb FRET 1, EBV gp42 block -7, MDM2 E3 inh -16, p47phox inh -1, zVAD death inh 3.0, Hck Nef HTS 15 and 14-3-3 Bad PPI -4.
Screening COCCCn1cc(C(=O)c2cc(Br)ccc2O)cc(C#N)c1=O returned Tb hexokinase -12, Runt-SMMHC FRET 7, Runt-CBFb FRET 0, EBV gp42 block -4, MDM2 E3 inh -9, p47phox inh -17, zVAD death inh 0.0, Hck Nef HTS -2 and 14-3-3 Bad PPI -8.
`N#CCc1nn(-c2ccccc2)c(N)c1C#N` gave Tb hexokinase -7, Runt-SMMHC FRET -1, Runt-CBFb FRET 1, EBV gp42 block 1, MDM2 E3 inh -5, p47phox inh -13, zVAD death inh 0.1, Hck Nef HTS 0 and 14-3-3 Bad PPI -13.
`COc1ccccc1-c1nnc(SCC(=O)Nc2ccccc2)o1` gave Tb hexokinase -1, Runt-SMMHC FRET -6, Runt-CBFb FRET 0, EBV gp42 block -13, MDM2 E3 inh -20, p47phox inh -13, zVAD death inh 0.0, Hck Nef HTS 1 and 14-3-3 Bad PPI 4.
`CCOC(=O)C(=CNc1cc(C)ccn1)C(=O)OCC` gave Tb hexokinase -24, Runt-SMMHC FRET 3, Runt-CBFb FRET 2, EBV gp42 block -15, MDM2 E3 inh -22, p47phox inh -9, zVAD death inh 0.0, Hck Nef HTS 4 and 14-3-3 Bad PPI -13.
Screening O=C(NC1CCCC1)c1csc2c1CCCC2 returned Tb hexokinase 0, Runt-SMMHC FRET -12, Runt-CBFb FRET -1, EBV gp42 block -10, p47phox inh -1, zVAD death inh -0.2, Hck Nef HTS 2 and 14-3-3 Bad PPI -8[fluorescence artefact?].
`O=S(=O)(NCC1CCCO1)c1ccc(Cl)nc1` (centres undefined) gave Tb hexokinase -10, Runt-SMMHC FRET 1, Runt-CBFb FRET 2, EBV gp42 block 6, MDM2 E3 inh -13, p47phox inh 7, zVAD death inh 0.0, Hck Nef HTS -2 and 14-3-3 Bad PPI 2.
Cc1ccc(SC[C@H](Cc2ccccc2)N2CCN(CCc3ccccc3)CCC2=O)cc1 was read as Tb hexokinase -3, Runt-SMMHC FRET -7, Runt-CBFb FRET -1, EBV gp42 block -13, MDM2 E3 inh 11, p47phox inh 0, zVAD death inh 0.2, Hck Nef HTS 20 and 14-3-3 Bad PPI 1.
